Source: PubChem
Sm TGR inh – qHTS Assay for the Inhibitors of Schistosoma Mansoni Peroxiredoxins. 360,000 tested, 3% active. purified TGR, DTNB reduction, TNB absorbance 405 nm. Schistosoma mansoni thioredoxin glutathione reductase (TGR), Q962Y6. AID 485364, 2010. Potency, µM (series often up to 114 µM), for the others: top-dose activity change, negative = inhibition, most hits filed as inhibitors; active = well fitted inhibition curve with a large enough effect; inconclusive = small, poorly fitted or top-dose-only effect; inactive = no such curve, though single readings can be large or run the other way; note: nearly all actives have a fitted effect of over 60% in size
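TGR 20 nM + NADPH 100 uM (dispensed conc.), cpd preinc 15 min RT; start with NADPH (500 uM addition) then DTNB (15 mM addition). Kinetic TNB absorbance, 405 nm filter. Four-parameter Hill fit across titration.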
Starred values were filed as active, the others as inactive; u = inconclusive. % is set by controls: 0 for no effect and ±100 for the full control effect; potency is the fitted concentration of half-maximal effect. A portion of the library; the hit share may differ from the screen's.

SMILES	Sm TGR inh
CC(=O)N1CCc2c(sc3c2c(=O)n(-c2ccccc2)c(=O)n3CC(=O)Nc2ccccc2)C1	-2%
O=C(Cn1c(=O)n(Cc2ccco2)c(=O)c2ccc(C(=O)NC3CCCC3)cc21)Nc1ccc(F)cc1	-11%
CCOc1ccc(NC(=O)CSC2=Nc3ccccc3C3=NC(CCC(=O)NCc4ccccc4)C(=O)N23)cc1 (stereo unspecified)	1%
COc1cccc(N2CCN(C(=O)c3cccn3-c3nnc(N4CCCC4)s3)CC2)c1	-6%
CCC(Sc1nc2ncccc2o1)C(=O)Nc1ccc(OC)c(OC)c1 (stereo unspecified)	-4%
CNC(=O)C1CCC(Cn2c(=O)c3sccc3n(Cc3cc(C)ccc3C)c2=O)CC1 (stereo unspecified)	-5%
Cc1ccc(NC(=O)C2CCCN(c3cnccn3)C2)cc1Cl (stereo unspecified)	3%
Cc1ccc(Nc2cc(C(=O)NCCc3ccccc3)c3ccccc3n2)c(C)c1	0%
CC(=O)Nc1ccc(S(=O)(=O)NCc2cccn2Cc2cccc(C)c2)cc1	0%
COc1ccc2nc3oc(C(=O)N4CCN(c5cc(C)ccc5C)CC4)cc3cc2c1	89µM*
Cc1cc(C)nc(-n2nc(C)c3c2NC(=O)CC3c2ccccc2OC(C)C)n1 (stereo unspecified)	-1%
COc1ccc(-c2nc3ccccc3n3c(-c4cccc(C)c4)c4c(=O)n(C)c(=O)n(C)c4c23)cc1	-6%
O=C(O)CCc1ccc(-c2ccc(Br)cc2)n1-c1ccccc1O	-18%
Cn1c(=O)c2cc(C(=O)NCCCN3CCN(c4ccc(F)cc4)CC3)sc2c2ccccc21	-20%
COc1ccc(-c2c(C)c3cc(OC(=O)N4CCOCC4)ccc3oc2=O)cc1	-11%
CC1CCN(C(=O)c2c(NC(=O)c3ccccc3F)sc3c2CCC(C(C)(C)C)C3)CC1 (stereo unspecified)	14%
CCN(CC)S(=O)(=O)c1ccc(C(=O)NCCSc2c(-c3ccc(F)cc3)[nH]c3ccccc23)cc1	-1%
CCSc1nnnn1-c1cccc(C(=O)O)c1	1%
COCCCn1c(=N)c(C(=O)NCC2CCCO2)cc2c(=O)n3cc(C)ccc3nc21 (stereo unspecified)	1%
CCn1c(=O)c2sccc2n2c(CCC(=O)Nc3ccc(C(C)C)cc3)nnc12	0%
CCC(=O)N1c2ccc(S(=O)(=O)CCC(=O)NCc3ccc(OC)cc3)cc2CC1C (stereo unspecified)	1%
CCOc1ccc(S(=O)(=O)N(CC(=O)NCCSc2ccccc2)c2ccccc2)cc1	0%
CC(NC(=O)c1ccc2c(c1)N(Cc1ccc(Cl)cc1)C(=O)c1ccccc1S2=O)c1ccccc1 (stereo unspecified)	-13%
CCOc1ccc(-n2c(C)nc3c(cnn3-c3ccc(C)cc3)c2=O)cc1	1%
CCCN1CCN(CCCNC(=O)Cn2c(-c3cccs3)cc3ccccc32)CC1	-14%
Later entries.
SMILES	Sm TGR inh
COc1ccc(C2(Nc3cccc(C(=O)O)c3C)C(=O)c3ccccc3C2=O)cc1	0%
Cc1c(CCNC(=O)c2ccc(C(C)(C)C)cc2)sc2nc(-c3ccc(F)cc3)nn12	6%
CCCCSc1nnc2n(-c3ccc(OC)cc3)c(=O)c3c4c(sc3n12)COC(C(C)C)C4 (stereo unspecified)	-2%
CCN(CC)C(=O)Cn1cc(SCC(=O)Nc2ccccc2F)c2ccccc21	7%
O=C(Cn1nc(C(F)(F)F)c2c1CCCC2)Nc1ccc(Cl)cc1	2%
CCOC(=O)c1c(C)oc2ncnc(Nc3ccc(OC)c(OC)c3)c12	9%
CCOc1ccc2c(c1)c(=O)c(C(=O)c1ccc(CC)cc1)cn2CC(=O)Nc1ccccc1OC	-5%
Cc1ccc2sc(N(CCCN(C)C)C(=O)c3ccco3)nc2c1C	-2%
CCCOc1cccc(C(=O)Nc2ccc(-c3nc4ccccc4s3)c(Cl)c2)c1	10%
Cc1ccc(-n2ncc(C(=O)NCCCN3CCN(c4cccc(Cl)c4)CC3)c2-n2cccc2)cc1	8%
Cn1c2ccccc2c2cnn(CC(=O)NCc3ccc(Cl)cc3)c(=O)c21	-7%
CCn1cc(/C=C(\NC(=O)c2ccc(OC)cc2)C(=O)NCCCn2ccnc2)c2ccccc21	0%
CC(C)c1ccc(OCC(=O)Nc2c(C(=O)c3ccc(F)cc3)oc3ccccc23)cc1	0%
CCC1CN(C(=O)N2CCC(C(=O)NCCc3ccccc3Cl)CC2)c2cc(C)ccc2O1 (stereo unspecified)	14%
COc1ccc(Cl)cc1NC(=O)Cn1c(=O)n(Cc2nc(C)no2)c(=O)c2ccccc21	7%
CCCCc1ccc(NC(=O)c2cccn(Cc3ccc(Cl)cc3)c2=O)cc1	0%
O=C(Nc1cc(F)ccc1F)C1CCN(c2nc3ccccc3n3cccc23)CC1	-15%
CCn1c(=O)n(CC2CCC(C(=O)NC(C)C)CC2)c(=O)c2sccc21 (stereo unspecified)	u
COc1ccc(C2C(C(=O)Nc3cccnc3)=C(C)Nc3nc(SCc4ccccc4)nn32)cc1 (stereo unspecified)	-12%
CCCNc1nc2c(c(=O)n(C)c(=O)n2C)n1CC(O)COc1ccccc1 (stereo unspecified)	2%
O=S(=O)(Nc1cccc(-c2ccc(N3CCOCC3)nn2)c1)c1ccc(F)cc1F	0%
COc1ccccc1OC(C)C(=O)Nc1cccc(-c2nc3ccccc3s2)c1 (stereo unspecified)	2%
COc1ccccc1C(=O)Nc1c(C(=O)Nc2ccc(C)cc2)oc2ccccc12	-1%
COc1ccc(CN2C(=O)C(NC(=O)c3ccc(C)cc3)(C(F)(F)F)N=C2c2ccccc2)cc1 (stereo unspecified)	-2%
O=C(Cn1c(-c2cccs2)cc2cc(Cl)ccc21)N1CCN(c2ccccc2)CC1	4%
More records follow.
SMILES	Sm TGR inh
CCOc1ccc(CC(=O)Nc2ccc3c(c2)N(C)C(=O)c2ccccc2S3)cc1OCC	3%
CCCCS(=O)(=O)CC(O)CSc1nc(-c2ccc(C)cc2)cc(-c2ccccc2)c1C#N (stereo unspecified)	-1%
COc1cc(-c2cc3n(C)c(C)c(CCC(=O)NC4CCCCC4)c(=O)n3n2)cc(OC)c1OC	-3%
O=C(CCC1N=C2c3ccccc3N=C(SCc3ccccc3Cl)N2C1=O)N1CCN(c2ccccc2)CC1 (stereo unspecified)	-15%
CCOc1ccccc1CNC(=O)c1cn(-c2ccc(OC)cc2)c(=O)c2ccccc12	0%
Cc1ccc(CNC(=O)c2ccc(NC(=O)c3nsc4ccccc34)cc2)cc1	5%
CCCn1c(SCC(O)c2cccc(OC)c2)nc2ccccc21 (stereo unspecified)	0%
CCCN1CCN(CCNC(=O)Nc2ccc(OC)c(OC)c2)CC1	3%
Cc1nn(C(=O)COc2ccccc2)c(C)c1Sc1ccccc1	20%
CCC(=O)N1c2ccccc2CC1C(=O)N1CCN(c2cccc(OC)c2)CC1 (stereo unspecified)	0%
CCOc1ccc(NC(=O)C(C)n2c(=O)cc(-c3ccccc3)c3c(C)nn(C)c32)cc1 (stereo unspecified)	-7%
CCOc1ccc(NC(=O)C(=O)NCCc2sc(-c3ccc(C)cc3)nc2C)cc1	6%
CCc1ccc(CN(Cc2ccco2)C(=O)c2ccccc2Cl)cc1	-1%
O=C(Cn1ncc2c3ccccc3n(Cc3ccccc3)c2c1=O)N1CCCCCC1	6%
CCN(CC)c1ccc2cc(-c3nc(-c4ccccc4)no3)c(=O)oc2c1	6%
COc1cccc(NC(=O)c2oc3ccccc3c2NC(=O)C2CCCCC2)c1	-9%
Cc1cccc(-n2c3nc(=O)[nH]c(=O)c-3cc3c(Cl)cccc32)c1C	-16%
CCC(C(=O)OC)n1nnc2sc(-c3ccccc3)cc2c1=O (stereo unspecified)	0%
CCc1ccccc1NC(=O)CCn1nc(C)c2c(C)n(-c3ccccc3)nc2c1=O	-1%
CCOC(=O)C(Cc1ccccc1)NC(=O)CCc1c(C)nc2c(c(C)nn2-c2ccc(C)c(C)c2)c1C (stereo unspecified)	5%
COc1ccc(C2CC(=O)NC(NC(=O)c3ccc(Br)cc3)=N2)c(OC)c1OC (stereo unspecified)	-2%
Cc1ccc(S(=O)(=O)N(CC(=O)Nc2ccc3c(c2)OCO3)c2ccc(C)c(Cl)c2)cc1	3%
COc1cc(OC)c(N(C)C(=O)c2sc3nc4n(c(=O)c3c2C)CCCCC4)cc1Cl	-19%
Cc1ccc(C)c(Cn2c(SCC(=O)N(C)Cc3ccccc3)nc3ccccc32)c1	6%
CCOC(=O)c1[nH]c2c(c1Cc1ccccc1)C(=O)CC(c1ccc(OC)cc1)C2 (stereo unspecified)	4%
Continuation.
SMILES	Sm TGR inh
COc1ccc(NC(=O)c2cc3cc(C)ccc3[nH]2)cc1	7%
CNC(=O)C1CCN(C(=O)N2CC(C)Oc3ccc(C)cc32)CC1 (stereo unspecified)	-5%
O=C(CSc1nc2c([nH]c3ccccc32)c(=O)n1-c1cccc(Cl)c1)NCc1ccccc1	-1%
COc1ccc(NC(=O)CSc2nc3nc(C)c(Cc4ccccc4)c(C)n3n2)cc1OC	-1%
COc1ccc(Cl)cc1NC(=O)CSc1nc2c([nH]c3ccccc32)c(=O)n1-c1ccccc1	-10%
Cc1nc2sccn2c(=O)c1S(=O)(=O)Nc1cc(C(F)(F)F)ccc1Cl	0%
COc1ccc(-c2nc(SCC(=O)NCc3ccccc3Cl)n[nH]2)cc1	-4%
COC(=O)C(CCSC)NC(=O)c1cc2c(n(-c3ccc(OC)cc3)c1=O)CC(C)(C)CC2=O (stereo unspecified)	4%
CCc1ccc(-n2nc(CO)c(C(=O)NCCc3ccccc3)n2)cc1	3%
CCCn1ccc2c(OCC(=O)Nc3cc(C)ccc3C)cccc2c1=O	-1%
CCOC(=O)c1c(C)[nH]c(C)c1S(=O)(=O)N1CCCC(C(=O)Nc2cc(C)ccc2C)C1 (stereo unspecified)	0%
O=C(c1cnc(N2CCCCC2)c2ccccc12)N1CCN(c2ccccc2F)CC1	0%
COc1ccc(NC(=O)CSCc2cnn(-c3ccccc3)c2-n2cccc2)cc1	1%
Cc1ccccc1CN1C(=O)C(O)(CC(=O)c2ccccc2)c2cc(Cl)ccc21 (stereo unspecified)	17%
COc1ccc(-c2ccc(-c3noc(-c4cc(OC)cc(OC)c4)n3)c(OC)n2)cc1	7%
COc1ccc(-c2noc(-c3nnn(-c4ccc(C(C)C)cc4)c3C)n2)cc1OC	0%
CCOC(=O)c1ccc(NC(=O)c2cccn(Cc3ccc(C)cc3)c2=O)cc1	0%
COCCn1c(CNC(=O)c2ccccc2C)nc2cccnc21	1%
CC1=C(C(=O)Nc2cccc(C(F)(F)F)c2)C2(CCN(C(C)C)CC2)OC1=O	-1%
COc1ccc(-n2c(C)nnc2SCc2nc(-c3ccc(OC)c(OC)c3)no2)cc1	1%
COc1cccc(CN2c3ccccc3-c3nc(SCC(=O)Nc4ccccc4Cl)ncc3S2(=O)=O)c1	-1%
COc1ccc(CCNC(=O)Cn2ncc3c(C)n(Cc4ccccc4F)c(C)c3c2=O)cc1OC	-6%
CCOC(=O)c1cc2c(=O)n3ccccc3nc2n(CCOC)c1=NC(=O)C(C)(C)Oc1ccc(Cl)cc1	1%
COc1cccc(C(=O)N2CCN(CCc3ccncc3)CC2)c1	u
O=C(NCCC1=CCCCC1)c1ccc2c(c1)N(Cc1cccc(Cl)c1)C(=O)c1ccccc1S2=O (stereo unspecified)	9%
Following part.
SMILES	Sm TGR inh
Cc1cc(C)c2oc(C(=O)Nc3c(C(=O)Nc4ccccc4)oc4ccccc34)cc(=O)c2c1	-1%
Cc1ccc(C)c(NC(=O)CN(CCc2ccccc2)S(=O)(=O)c2ccccc2)c1	12%
Cc1ccc(NC(=O)CC2Nc3cccc4cccc(c34)NC2=O)cc1 (stereo unspecified)	40µM*
COc1cc(NC(=O)NC(C)c2c(-n3cccc3)sc3c2CCCC3)cc(OC)c1OC (stereo unspecified)	-14%
O=c1c2sc3ccccc3c2n(Cc2ccc(F)cc2)c(=O)n1Cc1ccccc1	-8%
O=S(=O)(c1ccc(Br)cc1)c1nnn2c1nc(Nc1cccc(C(F)(F)F)c1)c1sccc12	-9%

Some of the entries above, set out differently.
smiles | Sm TGR inh
Cc1cc(C)nc(-n2nc(C)c3c2NC(=O)CC3c2ccccc2OC(C)C)n1 (stereo unspecified) | -1%
COc1ccc(-c2nc3ccccc3n3c(-c4cccc(C)c4)c4c(=O)n(C)c(=O)n(C)c4c23)cc1 | -6%
O=C(O)CCc1ccc(-c2ccc(Br)cc2)n1-c1ccccc1O | -18%
Cn1c(=O)c2cc(C(=O)NCCCN3CCN(c4ccc(F)cc4)CC3)sc2c2ccccc21 | -20%
COc1ccc(-c2c(C)c3cc(OC(=O)N4CCOCC4)ccc3oc2=O)cc1 | -11%
CC1CCN(C(=O)c2c(NC(=O)c3ccccc3F)sc3c2CCC(C(C)(C)C)C3)CC1 (stereo unspecified) | 14%
CCN(CC)S(=O)(=O)c1ccc(C(=O)NCCSc2c(-c3ccc(F)cc3)[nH]c3ccccc23)cc1 | -1%
CCSc1nnnn1-c1cccc(C(=O)O)c1 | 1%
COCCCn1c(=N)c(C(=O)NCC2CCCO2)cc2c(=O)n3cc(C)ccc3nc21 (stereo unspecified) | 1%
CCn1c(=O)c2sccc2n2c(CCC(=O)Nc3ccc(C(C)C)cc3)nnc12 | 0%
CCC(=O)N1c2ccc(S(=O)(=O)CCC(=O)NCc3ccc(OC)cc3)cc2CC1C (stereo unspecified) | 1%
CCOc1ccc(S(=O)(=O)N(CC(=O)NCCSc2ccccc2)c2ccccc2)cc1 | 0%
CC(NC(=O)c1ccc2c(c1)N(Cc1ccc(Cl)cc1)C(=O)c1ccccc1S2=O)c1ccccc1 (stereo unspecified) | -13%
